High-throughput results (PubChem)
FN deposition inh = inhibitors of fibronectin matrix deposition, primary screen, AH1F cells, Alexa488-fibronectin fluorescence, plate reader; AH1F fibroblasts, overnight; inhibition, % at 12.6 µM; 0.086% of 350,000 active;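 active = mean inhibition across replicates of 30% or more, regardless of how many single replicates reach that level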;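 note: positive control wells lacked labelled fibronectin entirely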
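Assay system: AH1F fibroblasts / Quantity: 10000 cells per well / Medium: DMEM plus 2% serum, read in PBS / Reagent: labelled fibronectin 24 nM / Dosing: single dose, pinned / Times: 1 h cell attachment, overnight exposure to compound and label / Signal: fluorescence, ex 485 nm, em 525 nm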
esBAF inh = Bmi1 luciferase reporter increase in mESCs, primary screen, esBAF inhibitor project, mouse ES cells, Bmi1 luciferase knock-in, single point; 24 h; 100% = twice the neutral-well signal; reporter increase, % at 12.5 µM; 2% of 350,000 active; in the data active = activation above about 40%;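 note: 0% = median of the plate's neutral control wells and 100% = double that signal; a rise in the Bmi1 reporter signal indicates esBAF inhibition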
RAD54 inh = inhibitors of human RAD54 branch migration, primary screen, biochemical, fluorescence, single point | DNA repair and recombination protein RAD54-like (Homo sapiens), Q92698 | RAD54 Holliday junction branch migration, FAM/BHQ fluorescence | inhibition, % at 10.4 µM | 0.14% of 360,000 active | AID 602329, 2012;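 active = mean normalized replicate activity at least 40 and at least half of replicates scoring 40 or more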;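 note: 0% = median of neutral control wells and 100% = median of positive control wells; inhibitors cause a drop in the FAM fluorescence signal; in these data hits start at about 50%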
RAD52 inh = RAD52 DNA annealing inhibitors, primary screen, biochemical, FRET, single point, set 2; DNA repair protein RAD52 homolog (Homo sapiens), P43351; 0.46% of 360,000 active; recombinant RAD52 DNA annealing, FRET fluorescence; AID 651710, 2012; inhibition, % at 18.7 µM;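 active = every replicate showing at least 50% inhibition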
Target sequence (P43351 whole entry, looked up): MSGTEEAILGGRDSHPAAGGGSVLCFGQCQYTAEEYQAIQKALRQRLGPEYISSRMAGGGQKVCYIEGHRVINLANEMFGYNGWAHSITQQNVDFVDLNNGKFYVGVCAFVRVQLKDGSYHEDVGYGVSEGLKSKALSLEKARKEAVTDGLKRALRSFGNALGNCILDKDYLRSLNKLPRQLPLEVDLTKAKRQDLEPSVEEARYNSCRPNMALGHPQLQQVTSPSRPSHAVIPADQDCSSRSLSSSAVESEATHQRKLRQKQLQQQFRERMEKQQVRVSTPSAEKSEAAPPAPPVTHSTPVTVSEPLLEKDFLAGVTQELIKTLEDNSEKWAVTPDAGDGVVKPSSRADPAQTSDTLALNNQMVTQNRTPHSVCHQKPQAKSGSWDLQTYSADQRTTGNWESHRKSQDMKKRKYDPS
S100A4 inh HTS = inhibitors of S100A4-myosin IIA peptide binding, primary screen, biochemical, fluorescence polarization, TAMRA-MyoIIA peptide. 0.14% of 360,000 active. Protein S100-A4 (Homo sapiens), P26447. inhibition, % at 10.7 µM;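 active = mean inhibition of at least 70% across replicates, with every replicate also reaching that level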
Target sequence (P26447 whole entry, looked up): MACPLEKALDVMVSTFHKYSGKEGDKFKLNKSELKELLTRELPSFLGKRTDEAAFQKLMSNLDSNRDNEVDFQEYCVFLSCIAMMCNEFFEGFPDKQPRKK
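Compound dosing: one dose per compound; test system: human S100A4 monomer with TAMRA-labelled myosin IIA peptide; probe or stimulus: TAMRA-labelled myosin IIA heavy-chain peptide probe, 5 nM; medium: HEPES buffer with Ca2+, pH 7.2; schedule: 5 min incubation before reading; benchmarks: neutral control DMSO, positive control TFP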
EWS-Fli inh = EWS/Fli-driven NR0B1 reporter inhibitors, primary screen, A673 cells, NR0B1 luciferase, luminescence, MLPCN library. viability-normalised. inhibition, % at 12.6 µM. 0.67% of 350,000 active. AID 651661, 2012;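 active = mean inhibition of at least 50% after viability correction, with every replicate also passing that limit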;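 note: firefly luciferase signal divided by Alamar Blue viability fluorescence both relative to DMSO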
E-selectin induc = E-selectin induction in HUVECs, primary screen, imaging, HUVEC, immunofluorescence imaging, single point | P16581 | normalized: neutral wells 0, TNF-alpha wells 100 | activation, % at 7.58 µM | 0.37% of 260,000 active | AID 686992, 2013;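 active = mean E-selectin-positive cell signal at least 10% of the positive control, reached in at least 60% of replicates, without over 20% cell loss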;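 note: in these data hits start at about 27%; measured in HUVEC primary endothelial cells; signal is the percent of cells scored E-selectin positive by PE staining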
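Test system: HUVEC | Signal: Immunofluorescence imaging | Read-out: Percent E-selectin-positive cells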
XiGFP reactiv = activators of inactive X chromosome reactivation, primary screen, imaging, XiGFP fibroblasts, GFP high-content imaging, set 2; AID 743238, 2013; XiGFP mouse fibroblasts, % GFP-positive cells imaging, 3 d; cells co-treated with 5-aza-dC sensitizer; scaled so ellipticine positive control = 100%; 0.055% of 360,000 active; activation, % at 7.58 µM;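 active = mean normalized replicate activation at least 10% and every replicate at or above 10%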;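 note: 0% = median of on-plate neutral control wells and 100% = ellipticine 6 µM median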
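Schedule: 3 d treatment, 15 min room-temperature fixation; system: 68-5-11 XiGFP fibroblast line; buffer or medium: DMEM plus 5-aza-dC sensitizer; control set: ellipticine 6 µM positive control; compound: one concentration, pinned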
The depositor's hits bear a star; nt = not tested or not shown; & = joins results of further samples.

Sequence of screens: FN deposition inh, esBAF inh, RAD54 inh, RAD52 inh, S100A4 inh HTS, EWS-Fli inh, E-selectin induc, XiGFP reactiv
- C[C@@H]1CN([C@@H](C)CO)C(=O)c2c(c3ccccc3n2C)-c2ccccc2CO[C@@H]1CN(C)C(=O)[C@H](C)c1ccccc1
    -12, nt, nt, 20, -31, 6, -0.6, 0.0
- C/C(=N\NC(=O)Cc1cccn1C)c1ccc([N+](=O)[O-])cc1
    -2, nt, 1, -14, -9, -7, 1.1, 0.1
- Cc1ccc(C(=O)Nc2ccc(C(=O)N/N=C/c3ccccn3)cc2)cc1
    -2, 8, -3, -12, 3, 11, nt, 0.3
- CC(NCc1ccc(S(N)(=O)=O)cc1)C(=O)Nc1cccc(Cl)c1 (stereo unspecified)
    1, nt, 10, -11, 1, 4, -0.1, nt
- O=C(O)C1C2CCC(O2)C1C(=O)Nc1ccc(Br)cc1F (stereo unspecified)
    3, 18, 8, 6, 4, -3, nt, 0.1
- COCCn1c(=S)[nH]c2sc3c(c2c1=O)CCC(C)C3 (stereo unspecified)
    4, 6, 4, -6, 1, 4, nt, 0.3
- C[C@H]1CCCCO[C@@H](CN(C)C(=O)Nc2ccc3c(c2)OCO3)[C@@H](C)CN([C@@H](C)CO)C(=O)c2cc(NS(=O)(=O)c3cn(C)cn3)ccc2O1
    nt, -2, 1, -11, -1, -4, 0.3, 0.3
- Cc1cccc(N2CCN(C(=O)CCC(=O)N3CC(C)Oc4ccc(C)cc43)CC2C)c1 (stereo unspecified)
    1, 6, 2, -17, 3, 6, -0.2, -0.1
- Cc1ccc(S(=O)(=O)N2C[C@]3(O)C[C@@H]4C(=O)N(c5ccccc5)C(=O)[C@@H]4C[C@]3(OC(=O)NCC3CCCCC3)C2)cc1
    -3, 11, 1, -5, 3, -37, nt, -0.2
- CN(C)c1ccc(CNC(=O)/C=C/[C@H]2O[C@@H](n3ccc(=O)[nH]c3=O)[C@H](O)[C@@H]2O)cc1
    6, 1, -10, -3, -19, -1, -0.2, 0.0
- N#Cc1ccc(Cn2ccnc2C(=O)Nc2ccccc2)cc1
    2, nt, nt, -19, 5, -9, nt, -0.1
- COc1cccc(N2[C@@H](CC(C)=O)c3ccccc3S2(=O)=O)c1
    2, -1, -3, -10, -6, -7, 0.4, 0.0
- COc1ccc(CNC(=O)c2cc3c(s2)CN(Cc2ccccc2)C3)cc1
    4, nt, nt, -23, 13, -11, 12, 0.2
- N#C/C(=C\c1ccc[nH]1)C(=O)NC1CC1
    nt, 6, 0, -47, -10, nt, nt, nt
- O=S(=O)(Cc1ccccc1)Oc1ccccc1
    0, nt, nt, -6, 6, -20, 2.1, -0.1
- COc1ccc(NC(=O)N[C@H]2C=C[C@H](CC(=O)NC3CCCCC3)O[C@@H]2CO)cc1
    0, 2, 8, -9, -3, -11, 0.1, -0.5
- O=[N+]([O-])c1cccc(N(CC(O)CN2CCCC2)S(=O)(=O)c2ccccc2)c1 (stereo unspecified)
    3, 2, 6, 14, -3, 0, 2.5, -0.1
- CNc1ncnc(Sc2nc(N)nc3nc[nH]c23)c1[N+](=O)[O-]
    10, nt, nt, 5, 2, 64*, 0.0, 0.4
- CCn1c(-c2nn(-c3ccccc3)ccc2=O)n[nH]c1=S
    -9, nt, nt, 2, -3, -8, nt, 0.3
- O=S(=O)(Nc1ccc(S(=O)(=O)N2CCCC2)cc1)c1ccc(F)cc1F
    16, 2, 3, -52, -37, -3, -0.1, 0.1
- C[C@@H]1CCCCO[C@@H](CN(C)C(=O)CCC(F)(F)F)[C@H](C)CN([C@@H](C)CO)C(=O)c2cc(NC(=O)c3ccncc3)ccc2O1
    nt, 3, -19, nt, nt, -4, 0.2, -1.0
- Cc1ccc(NC(=O)Cn2nnc(C(=O)NCc3ccco3)c2N)c(C)c1
    0, 4, 2, -9, 4, 3, nt, 0.2
- CN(C[C@H]1N[C@H](CO)[C@H]1c1ccc(C2=CCCC2)cc1)S(C)(=O)=O
    -16, 1, 3, -2, -4, 4, 0.0, 0.0
- C[C@H](CO)N1C[C@H](C)[C@@H](CN(C)C(=O)CN2CCOCC2)Oc2cc(Br)ccc2S1(=O)=O
    6&-2, -1&0, 5&6, -3&14, 3&6, -1&5, 0.1&-0.3, 0.6&-1.2
- CC(=O)c1ccc(OCC(=O)NC(=O)NC2CCCC2)cc1
    -5, 9, -5, -31, -3, -1, nt, 0.7
- CCCN(C)C[C@H]1Oc2ncc(-c3ccccc3F)cc2C(=O)N([C@@H](C)CO)C[C@@H]1C
    nt, -3, 10, 13, -19, 5, -0.1, 0.5
- C[C@@H]1CN([C@H](C)CO)C(=O)c2cc(NC(=O)NC3CCCCC3)ccc2O[C@H]1CN(C)C
    nt, 11, -2, -2, 6, -4, nt, -0.3
- COC(C[C@H](O)CC(=O)[C@@H](C)OCc1ccccc1)OC
    7, nt, 4, -3, -14, -13, 0.2, 0.6
- CO[C@H]1CN(C)C(=O)c2ccc(NC(=O)C3CCOCC3)cc2OC[C@H](C)N(Cc2nccs2)C[C@@H]1C
    5, nt, nt, -3, -5, -4, -0.1, -0.3
- CCOC(=O)CSc1n[nH]c(NC(=O)CC)n1
    2, nt, nt, -5, -8, 0, nt, 0.1
- C[C@@H]1CN([C@@H](C)CO)C(=O)c2cccc(NC(=O)Nc3ccc4c(c3)OCO4)c2O[C@H]1CN(C)C(=O)Nc1ccccc1
    nt, 5, 1, nt, nt, 2, -0.2, 0.2
- CCCCCn1c(CN2CCN(CCO)CC2)nc2c1c(=O)n(C)c(=O)n2C
    6, 2, -11, -1, -4, -4, 0.2, 0.1
- O=C(NC1CC1)C1=C[C@@H](c2c[nH]c3ccccc23)C[C@@H](OCc2ccc(CO)cc2)O1
    8, 10, 1, -14, 1, 2, 0.1, 0.0
- O=C(NC1CC(=O)N(c2ccc3c(c2)OCCO3)C1)N1CCC(O)CC1 (stereo unspecified)
    -2, -2, -5, -2, -13, 3, 0.5, 0.1
- COc1ccc(CC(=O)n2[nH]c(=O)cc(C)c2=O)cc1OC
    1, nt, 3, -6, -2, -5, 0.1, 0.3
- CCNC(=O)C1(C)CCCN(C(=O)c2ccc(C(F)(F)F)nc2C)C1 (stereo unspecified)
    2, 3, 8, -2, -2, -6, 1.0, -0.1
- CS(=O)(=O)N(Cc1ccc(Cl)cc1)c1ccc(C(=O)NCc2ccccn2)cc1
    6, nt, -3, -10, -4, 2, nt, -0.1
- O=C(COc1ccccc1Br)NC(=O)NC1CCCC1
    -4, 39, 4, -6, -6, -1, -1.2, -0.1
- CC(=O)Nc1ccc(-c2csc(N/N=C(/C)c3ccccc3)n2)cc1
    -4, nt, nt, -4, -7, -9, nt, 0.0
- COc1ccc(C(C)(C)NC(=O)C2CCC(=O)N(CCCN3CCCC3=O)C2)cc1 (stereo unspecified)
    -5, 0, 7, 10, 1, nt, nt, 0.0

Random excerpt: two records from the list, in no set order.
Sequence of screens: FN deposition inh, esBAF inh, RAD54 inh, RAD52 inh, S100A4 inh HTS, EWS-Fli inh, E-selectin induc, XiGFP reactiv
- O=C(NC1CC(=O)N(c2ccc3c(c2)OCCO3)C1)N1CCC(O)CC1 (stereo unspecified)
    -2, -2, -5, -2, -13, 3, 0.5, 0.1
- CCNC(=O)C1(C)CCCN(C(=O)c2ccc(C(F)(F)F)nc2C)C1 (stereo unspecified)
    2, 3, 8, -2, -2, -6, 1.0, -0.1

New compounds follow.
Sequence of screens: FN deposition inh, esBAF inh, RAD54 inh, RAD52 inh, S100A4 inh HTS, EWS-Fli inh, E-selectin induc, XiGFP reactiv
- COc1ccc(S(=O)(=O)Nc2ccc3c(c2)C(=O)N([C@@H](C)CO)C[C@@H](C)[C@@H](CN(C)Cc2ccc(C(F)(F)F)cc2)OCCCC[C@H](C)O3)cc1
    -8, -4, 4, -1, -41, -3, 0.1, 0.2
- CN(C)CCCN(C(=O)COc1ccc(Cl)cc1)c1nc2ccc(F)cc2s1
    1, nt, 16, 16, -37, -5, 0.0, 0.0
- CN(C)CCCNc1ccc(-c2cc(Nc3cccc(Cl)c3)ncn2)cn1
    11, -1, 42, 18, -1, 4, nt, 0.3
- CSCCC(NC(=O)c1ccccc1Cl)C(=O)N1CCN(c2ccccn2)CC1 (stereo unspecified)
    -4, nt, 3, 0, 2, nt, 0.0, 0.3
- O=C(c1cnc(Cl)c(Cl)c1)N1CCN(S(=O)(=O)c2ccc3ccccc3c2)CC1
    18, 3, nt, -1, -7, -5, 0.1, 0.1
- C[C@@H]1CN([C@@H](C)CO)C(=O)CCCn2nncc2CO[C@H]1CN(C)C(=O)c1ccccc1
    11&-2, -4&-9&-3, -11&1&-2, 2&-5&0, 0&-9&-6, -5&-4&3, 0.0&0.1, 0.2&0.0
- O=C(O)CSc1cc(NS(=O)(=O)c2ccc(Cl)cc2)c2ccccc2c1O
    6, 3, 7, -14, 0, -14, 0.9, -0.1
- CN(CCCC(=O)O)S(=O)(=O)c1ccc2c(c1)C(=O)c1cc(S(=O)(=O)N(C)CCCC(=O)O)ccc1-2
    2, 6, -12, 14, -2, 14, 0.4, 0.0
- C[C@@H]1CN([C@@H](C)CO)S(=O)(=O)c2ccc(-c3cccnc3)cc2O[C@H]1CN(C)Cc1ccncc1
    -1, 9, -1, -16, -12, 5, -0.4, -0.8
- COc1ccc(C(=O)O)cc1Nc1cc(C)nc2ncnn12
    -2, -7, -14, -4, -3, 4, 0.1, 0.0
- COC(=O)C(C)NC(=O)CNS(=O)(=O)c1ccc(F)cc1 (stereo unspecified)
    2, -2, -7, -14, 4, -9, -0.6, 0.0
- O=C(C1CC(=O)N(C2CCCCC2)C1)N1CCc2ccccc21 (stereo unspecified)
    -13, nt, nt, -19, -1, 4, nt, 0.0
- COc1ccc(C(=O)CC(=O)C(=O)Nc2ccc([N+](=O)[O-])cc2C)cc1
    6, -5, -8, -22, -4, 20, 0.5, -0.1
- Clc1ccc(-c2c(C3=NCCCN3)nnn2-c2ccc(Cl)cc2)cc1
    -1, 10, 2, -1, -1, -8, -0.1, 0.3
- NC(=O)c1cc([N+](=O)[O-])ccc1NCCN1C(=O)c2ccc(C(=O)O)cc2C1=O
    9, 3, 3, -14, 1, -2, 6.6, 0.0

Hits appear at their usual frequency. Share with any hit: about 3%.
